AMPAR-TARP mod: GluA2-stargazin AMPA receptor complex modulation. O88602+P19491. HEK293 GluA2+stargazin, membrane potential dye (FDSS), glutamate EC50; hits were called plate by plate, in both directions. calls only at 30 µM. hit rate 3.5% among 40,000;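 active means any of four per-well response measures lying three or more SD from its plate-wide compound average, in either direction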
Target sequence (O88602 whole entry, looked up): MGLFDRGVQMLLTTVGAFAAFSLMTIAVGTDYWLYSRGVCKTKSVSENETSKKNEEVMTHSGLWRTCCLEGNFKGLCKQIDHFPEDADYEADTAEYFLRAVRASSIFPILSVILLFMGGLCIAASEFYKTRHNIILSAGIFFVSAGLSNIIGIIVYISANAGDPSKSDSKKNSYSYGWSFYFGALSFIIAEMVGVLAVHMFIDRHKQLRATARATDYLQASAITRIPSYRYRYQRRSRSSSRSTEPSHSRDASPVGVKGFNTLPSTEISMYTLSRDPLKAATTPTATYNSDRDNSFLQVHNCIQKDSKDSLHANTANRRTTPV
Target sequence (P19491 whole entry, looked up): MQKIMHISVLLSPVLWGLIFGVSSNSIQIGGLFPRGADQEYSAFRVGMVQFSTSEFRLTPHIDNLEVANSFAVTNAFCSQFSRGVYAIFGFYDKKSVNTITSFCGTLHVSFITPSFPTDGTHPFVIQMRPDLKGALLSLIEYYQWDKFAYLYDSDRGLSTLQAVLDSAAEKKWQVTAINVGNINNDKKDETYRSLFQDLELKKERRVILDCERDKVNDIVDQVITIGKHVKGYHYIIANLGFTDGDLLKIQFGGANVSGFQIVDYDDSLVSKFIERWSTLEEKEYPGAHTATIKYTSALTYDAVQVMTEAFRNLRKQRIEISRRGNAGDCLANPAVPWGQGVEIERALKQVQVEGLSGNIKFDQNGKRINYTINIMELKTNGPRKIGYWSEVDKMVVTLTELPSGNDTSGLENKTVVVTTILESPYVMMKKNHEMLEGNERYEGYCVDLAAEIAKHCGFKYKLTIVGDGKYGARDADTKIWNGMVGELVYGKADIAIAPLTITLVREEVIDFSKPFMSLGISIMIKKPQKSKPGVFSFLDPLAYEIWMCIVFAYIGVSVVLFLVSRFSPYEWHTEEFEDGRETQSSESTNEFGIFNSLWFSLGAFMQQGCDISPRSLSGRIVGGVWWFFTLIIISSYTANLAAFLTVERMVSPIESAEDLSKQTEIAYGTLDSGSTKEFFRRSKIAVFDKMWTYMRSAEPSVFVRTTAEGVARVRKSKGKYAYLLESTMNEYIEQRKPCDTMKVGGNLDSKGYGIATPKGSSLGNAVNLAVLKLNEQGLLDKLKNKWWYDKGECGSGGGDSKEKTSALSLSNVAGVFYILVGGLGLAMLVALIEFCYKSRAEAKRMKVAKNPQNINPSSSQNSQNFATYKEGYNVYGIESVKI
AMPAR-TARP mod agonism max-min: recorded beside AMPAR-TARP mod, whose call it bears; compound max-min signal; compound-alone response (agonism);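 unitless range of fluorescence divided by baseline over first 100 seconds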
AMPAR-TARP mod glutamate slope: also measured in AMPAR-TARP mod; calls as there; glutamate slope, % of max; measured here: glutamate response slope, % max;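 scaled per plate between vehicle wells and maximal 1 mM glutamate control wells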
Numbers without * were called inactive; i = inactive; + = active, no number.

SMILES | AMPAR-TARP mod | AMPAR-TARP mod agonism max-min | AMPAR-TARP mod glutamate slope
COc1ccccc1NC(=O)N1CCC(CNS(=O)(=O)c2ccccc2Cl)CC1 | i | 0.066 | 52
COc1cccc(NC(=O)c2ccc(S(=O)(=O)N3CCCC3)cc2)c1 | i | 0.16 | 62
CN(C)C(CNS(=O)(=O)c1ccccc1[N+](=O)[O-])c1ccco1 (centres undefined) | i | 0.1 | 60
COc1ccccc1CNC(=O)c1n[nH]c2ccccc12 | i | 0.12 | 60
CSc1ncccc1C(=O)N1CCC(CNS(=O)(=O)c2ccc(Cl)s2)CC1 | i | 0.059 | 43
O=C(Nc1ccc2nccnc2c1)c1ccc2c(c1)OCCO2 | + | 0.21* | 65*
CC1CCCCC1NC(=O)c1nc(-c2cnccn2)no1 (centres undefined) | i | 0.11 | 56
Cn1c(=O)c2c(-c3ccccn3)c(NCc3ccccc3)oc2n(C)c1=O | i | 0.1 | 66
Cc1ccc(CC(=O)Nc2nc3cc4c(cc3s2)OCCO4)cc1 | i | 0.097 | 75
CCOC(=O)c1c(NC(=O)CN2CCN(CC)CC2)sc(C)c1C | i | 0.13 | 48
N=c1sc(/C=C2\C=Nc3ccccc32)c(O)n1-c1nccs1 | + | 0.098* | 65*
CCOc1ccc(S(=O)(=O)N2CCCCCC2)cc1C | i | 0.066 | 63
COc1cc(NC(=O)c2ccc3ccccc3c2)ccc1N1CCCC1=O | i | 0.096 | 46
CS(=O)(=O)N1CCCC(C(=O)Nc2c3c(nn2-c2nc4ccccc4s2)CCC3)C1 (centres undefined) | i | 0.11 | 58
CC(C)n1nccc1-c1nnc(NC(=O)C(C)(C)Oc2ccc(Cl)cc2)o1 | i | 0.059 | 35
Cn1c(=O)c2c(SCC(=O)NCc3ccco3)ccnc2n(C)c1=O | i | 0.077 | 38
CCOCC(=O)N1CCN(c2ncnc3c2nnn3C)CC1 | i | 0.052 | 31
COc1cc2[nH]c(=O)n(CCCCC(=O)N3CCN(c4cccc(C)c4)CC3)c(=O)c2cc1OC | i | 0.11 | 67
COc1cccc(NC(=O)CCCS(=O)(=O)c2ccccc2)c1 | i | 0.08 | 73
O=C(CSc1nccn1-c1cccc(Cl)c1)NC1CCCCC1 | i | 0.053 | 41
COc1cccc(C(=O)N(CCCn2ccnc2)c2nc3c(C)c(C)ccc3s2)c1OC | i | 0.083 | 53
COc1ccc(S(=O)(=O)N2CCC(CN3C(=O)c4cccc5cccc(c45)C3=O)CC2)cc1 | i | 0.11 | 70
COc1ccc(C2=NN(S(=O)(=O)c3ccccc3)C(c3ccc4nccnc4c3)C2)cc1 (centres undefined) | i | 0.097 | 61
O=C(c1ccccc1SC(F)F)N1CCN(c2ncnc3c2nnn3-c2cccc(F)c2)CC1 | i | 0.09 | 61
CCOc1ccccc1CN1C(=O)C2(OCCCO2)c2ccccc21 | i | 0.031 | 67
CC(C)(C)C(=O)N1CCc2ccc(N)cc21 | i | 0.046 | 58
CCOc1ccc(-n2c(-c3ccccc3)cn3c4c(=O)n(CC)c(=O)n(C)c4nc23)cc1 | i | 0.11 | 74
O=C(OCc1ccccc1)c1cc2cc(Br)cc(Br)c2oc1=O | i | 0.11 | 78
O=C(COc1ccc(Cl)cc1)Nc1ccc2ncsc2c1 | i | 0.047 | 29
COc1ccc(CNC(=O)N2CCC(c3nnc(C(C)C)o3)CC2)cc1 | i | 0.06 | 63
O=C(NCCOc1ccc2nnc(-c3ccccc3Cl)n2n1)C1CC1 | i | 0.055 | 37
CCOc1ccccc1NC(=O)N1CCC(C(=O)NCc2nc(C)no2)CC1 | i | 0.11 | 69
COc1ccc(NC(=O)Cn2c(=O)c(CNc3ccc(C)cc3)cc3cc(OC)c(OC)cc32)cc1 | i | 0.11 | 45
CC(C(=O)Nc1ccc(F)c(C(F)(F)F)c1)N1C(=O)c2ccccc2S1(=O)=O (centres undefined) | i | 0.11 | 60
COc1ccccc1CCNC(=O)C(=O)Nc1ccc2c(c1)OCCO2 | i | 0.047 | 48
Cc1ccc(-n2ccnc(SC(C)C(=O)c3ccc(C)c(C)c3)c2=O)cc1 (centres undefined) | i | 0.082 | 63
COC(=O)C1=C(CS(=O)(=O)c2ccc(F)c(Cl)c2)NC(=O)NC1c1ccc(O)c(OC)c1 (centres undefined) | i | 0.11 | 62
O=C(CCN1C(=O)c2ccccc2S1(=O)=O)Nc1ccc([N+](=O)[O-])cc1 | i | 0.051 | 51
Cc1nc(C)c(C(=O)NCCNC(=O)c2ccc(NC(=O)C(C)C)cc2)s1 | i | 0.091 | 44
COc1ccc(N2CC(C(=O)N3CCN(C(=O)c4cnn5ccccc45)CC3)CC2=O)cc1 (centres undefined) | i | 0.088 | 55
CC(C)Cc1ccc(S(=O)(=O)Cc2nc(-c3ccc(Cl)cc3)no2)cc1 | i | 0.1 | 47
COc1cccc(-n2nnc3c(N4CCN(C(=O)C(C)C)CC4)ncnc32)c1 | i | 0.072 | 66
O=C(CN1CCN(Cc2nc3ccccc3[nH]2)CC1)Nc1cccc(C(F)(F)F)c1 | i | 0.12 | 63
COc1ccc(CCC(=O)Nc2ccc3c(c2)CCCN3S(=O)(=O)c2ccccc2)cc1 | i | 0.1 | 55
O=S(=O)(NCC1CCN(S(=O)(=O)C2CC2)CC1)c1cccc(Cl)c1 | i | 0.091 | 44
Cc1cc(NS(=O)(=O)c2ccccc2[N+](=O)[O-])ccc1N1CCCC1=O | i | 0.051 | 53
CC1CCCCN1Cc1nc2c(c(=O)n(C)c(=O)n2C)n1CC(=O)C(C)(C)C (centres undefined) | i | 0.11 | 65
CC(C)(C)c1ccc(NS(=O)(=O)c2ccc(N3C(=O)CCS3(=O)=O)cc2)cc1 | i | 0.11 | 48
Cc1ccc2nc(N(CCN3CCOCC3)C(=O)C3=COCCO3)sc2c1 | i | 0.055 | 51
Cc1cc2c(=O)n(Cc3ccco3)c(SCC(=O)NCc3ccco3)nc2s1 | i | 0.083 | 50

Given with tabs: part of the list above
smiles	AMPAR-TARP mod	AMPAR-TARP mod agonism max-min	AMPAR-TARP mod glutamate slope
COc1ccc(NC(=O)Cn2c(=O)c(CNc3ccc(C)cc3)cc3cc(OC)c(OC)cc32)cc1	i	0.11	45
CC(C(=O)Nc1ccc(F)c(C(F)(F)F)c1)N1C(=O)c2ccccc2S1(=O)=O (centres undefined)	i	0.11	60
COc1ccccc1CCNC(=O)C(=O)Nc1ccc2c(c1)OCCO2	i	0.047	48
Cc1ccc(-n2ccnc(SC(C)C(=O)c3ccc(C)c(C)c3)c2=O)cc1 (centres undefined)	i	0.082	63
COC(=O)C1=C(CS(=O)(=O)c2ccc(F)c(Cl)c2)NC(=O)NC1c1ccc(O)c(OC)c1 (centres undefined)	i	0.11	62
O=C(CCN1C(=O)c2ccccc2S1(=O)=O)Nc1ccc([N+](=O)[O-])cc1	i	0.051	51
Cc1nc(C)c(C(=O)NCCNC(=O)c2ccc(NC(=O)C(C)C)cc2)s1	i	0.091	44
COc1ccc(N2CC(C(=O)N3CCN(C(=O)c4cnn5ccccc45)CC3)CC2=O)cc1 (centres undefined)	i	0.088	55
CC(C)Cc1ccc(S(=O)(=O)Cc2nc(-c3ccc(Cl)cc3)no2)cc1	i	0.1	47
COc1cccc(-n2nnc3c(N4CCN(C(=O)C(C)C)CC4)ncnc32)c1	i	0.072	66
O=C(CN1CCN(Cc2nc3ccccc3[nH]2)CC1)Nc1cccc(C(F)(F)F)c1	i	0.12	63
COc1ccc(CCC(=O)Nc2ccc3c(c2)CCCN3S(=O)(=O)c2ccccc2)cc1	i	0.1	55
O=S(=O)(NCC1CCN(S(=O)(=O)C2CC2)CC1)c1cccc(Cl)c1	i	0.091	44
Cc1cc(NS(=O)(=O)c2ccccc2[N+](=O)[O-])ccc1N1CCCC1=O	i	0.051	53
CC1CCCCN1Cc1nc2c(c(=O)n(C)c(=O)n2C)n1CC(=O)C(C)(C)C (centres undefined)	i	0.11	65
CC(C)(C)c1ccc(NS(=O)(=O)c2ccc(N3C(=O)CCS3(=O)=O)cc2)cc1	i	0.11	48

Later entries.
SMILES | AMPAR-TARP mod | AMPAR-TARP mod agonism max-min | AMPAR-TARP mod glutamate slope
COc1ccc(CNC(=O)NCC2CCN(S(C)(=O)=O)CC2)cc1OC | i | 0.074 | 59
O=C(Cc1ccc(NS(=O)(=O)c2cccnc2)cc1)NCC(F)(F)F | i | 0.06 | 36
O=C1CC(c2nc3ccccc3n2CC(O)COc2ccccc2)CN1c1cccc(F)c1 (centres undefined) | i | 0.096 | 52
C/C(=N\c1ncccc1C)c1c(O)[nH]c(=O)[nH]c1=O | i | 0.1 | 49
NC(=O)Cc1csc(NC(=O)Cn2nnc3ccccc3c2=O)n1 | i | 0.16 | 57
COc1ccc(N(CC(=O)NC2CCCC2)S(=O)(=O)c2cccnc2)cc1 | i | 0.075 | 59
CC(C)S(=O)(=O)c1ccc(C(=O)Nc2nc(-c3ccccc3)cs2)cc1 | i | 0.11 | 56
COc1ccc(Cl)cc1NC(=O)c1cc(S(=O)(=O)N2CCN(c3ccccc3F)CC2)ccc1F | i | 0.16 | 59
Cc1ccnc(OCC(=O)Nc2nccs2)n1 | i | 0.077 | 62
COC(=O)Cn1c(=O)c2c(nc3n2CCCN3c2ccc(Oc3ccccc3)cc2)n(C)c1=O | i | 0.095 | 34
O=C1Nc2c(c(=O)[nH]c(=O)n2Cc2ccccc2)C(c2ccco2)N1 (centres undefined) | i | 0.081 | 59
O=C(NCCO)C(=O)Nc1ccc(N2CCCS2(=O)=O)cc1 | i | 0.032 | 54
COc1cccc(NC(=O)C(=O)NCC2CCN(C(=O)c3ccncc3)CC2)c1 | i | 0.11 | 60
CN(C)CCCN1C(=O)C(O)=C(C(=O)c2ccco2)C1c1ccccn1 (centres undefined) | i | 0.12 | 53
O=S(=O)(NCCOc1ccc(-c2ccc(F)cc2)nn1)c1ccc(Cl)s1 | i | 0.038 | 64
COc1ccc(NC(=O)Cn2cc(OC)c(=O)cc2CSc2nccn2C)c(OC)c1 | i | 0.039 | 58
CC(C)S(=O)(=O)c1ccc(C(=O)Nc2sc3c(c2C(N)=O)CCCC3)cc1 | i | 0.16 | 56
CCOc1cccc2cc(C(=O)NC3CCCC3)c(=O)oc12 | i | 0.13 | 70
CCOC(=O)c1ccsc1NC(=O)CCCS(=O)(=O)c1ccc(C)cc1 | i | 0.03 | 63
CCOC(=O)c1oc2cc(OC(=O)c3cccc([N+](=O)[O-])c3)ccc2c(=O)c1-c1ccccc1OC | i | 0.081 | 63
COc1cc(NC(=O)Nc2nc(-c3cc4cccc(OC)c4o3)cs2)cc(OC)c1OC | i | 0.1 | 48
CC(=O)C(C)n1c(CN2CCN(c3cccc(Cl)c3)CC2)nc2c1c(=O)n(C)c(=O)n2C (centres undefined) | i | 0.078 | 51
NC(=O)Cn1nnn(-c2ccc(NS(=O)(=O)c3ccc(F)cc3)cc2)c1=O | i | 0.1 | 48
COc1cccc(CCNC(=O)C2CCCN(c3ccc(-n4cccn4)nn3)C2)c1 (centres undefined) | i | 0.078 | 60
Cn1nc(-c2cccc(NC(=O)C3CC3)c2)ccc1=O | i | 0.047 | 68
CCC(C(=O)NCC(O)Cc1ccccc1)c1ccccc1 (centres undefined) | i | 0.14 | 80
COc1ccc(-c2cc(CC(=O)Nc3nccs3)no2)cc1 | i | 0.047 | 44
Cc1c(Cl)ccc2sc(NCCCN(C)C)nc12 | i | 0.032 | 35
CCOc1ccccc1NC(=O)c1cnn2c(C(F)F)cc(C)nc12 | i | 0.019 | 53
CCOc1ccc(S(=O)(=O)NCC(c2cccn2C)N2CCCC2)cc1C (centres undefined) | i | 0.11 | 60
CCCCOc1ccc(NC(=O)N2CC3CC2C(=O)O3)cc1 (centres undefined) | i | 0.13 | 60
O=C(CSC1CCCC1)NCCCC(=O)Nc1cccc2cccnc12 | i | 0.086 | 62
O=C(c1ccc2nsnc2c1)N1CCN(C(=O)c2cnn3ccccc23)CC1 | i | 0.11 | 59
O=S1(=O)CCC(CNS(=O)(=O)c2ccc(Cl)cc2)C1 (centres undefined) | i | 0.1 | 71
CN1CCN(n2c3c(c(SCC(=O)N4CCN(c5ccccc5)CC4)nc2=O)CCC3)CC1 | i | 0.18 | 53
O=C(CN1CCC(c2nnc(-c3ccco3)o2)CC1)Nc1cccc(Cl)c1Cl | i | 0.073 | 59
COC(=O)c1ccc2c(=O)n(CCC(=O)NCC3CCCO3)c(=S)[nH]c2c1 (centres undefined) | i | 0.12 | 66
Cn1ccnc1N1CCN(C(=O)CCCc2ccccc2)CC1 | i | 0.066 | 64
N#Cc1nc(-c2ccc(S(=O)(=O)N3CCc4ccccc4C3)cc2)oc1NCCN1CCOCC1 | i | 0.14 | 78
O=C(Cc1noc2ccccc12)N1CCN(c2cc(-n3ccnc3)ncn2)CC1 | i | 0.098 | 52
CC(C)(C)n1ncc2c(=O)n(NC(=O)c3ccc(Br)cc3)cnc21 | i | 0.024 | 41
COCCNC(=O)C(=O)c1cn(CC(=O)N2CCOCC2)c2ccccc12 | i | 0.091 | 57
COc1ccc(CC(=O)Nc2ccc(Nc3ccc(C)nn3)cc2)cc1 | i | 0.13 | 54
COc1ccc(NC(=O)Cn2c(=O)c(CNc3ccccc3)cc3cc4c(cc32)OCCO4)cc1 | i | 0.11 | 48
CN(C)C(CNC(=O)C(=O)NC1CC1)c1ccc(F)cc1 (centres undefined) | i | 0.038 | 63
O=C(CCN1C(=O)c2ccccc2S1(=O)=O)Nc1cccc(C(F)(F)F)c1 | i | 0.068 | 60
CC1CCN(C(=O)Cn2cnc(C(C)C)cc2=O)CC1 | i | 0.099 | 65

Source: PubChem BioAssay

This is a subset. The share of hits here may be higher or lower than overall.
